# KinaseGlo FLuc – Counterscreen for Luciferase (Kinase-Glo TM) Inhibition; AID 1379, 2008; Potency, µM (titrated, usually from 38.3 µM), inactives show at the highest dose activity change, negative = inhibition, hits mostly inhibitors; Kinase-Glo luciferase, ATP luminescence, 8 min; 200,000 tested, 0.28% active; also: potency is read from the fitted curve at half-maximal effect; % is scaled to controls: 0 for no effect and ±100 for the full control effect; nearly all actives have a fitted effect of over 60% in size
#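 Compound is pinned into ATP-containing buffer (10 uM ATP, imidazole pH 7.2, 7 mM MgCl2). Kinase-Glo luciferase reagent is then added. Light output is recorded following an 8-min room-temperature incubation.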
# SMN2 splice enh – qHTS Assay for Enhancers of SMN2 Splice Variant Expression; HEK293 SMN2-luciferase splicing reporter, luminescence, 30-36 h; Potency, µM (top dose mostly 46.1 µM), for inactives: top-dose activity change, positive = activation, actives largely listed as activators; 210,000 tested, 2.8% active; also: potency is read from the fitted curve at half-maximal effect; % of control where 0% means no effect; nearly all actives have a fitted effect of over 55% in size
#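 HEK293 cells carry an SMN2 […]–luciferase reporter in which exon 7 inclusion puts luciferase in frame. Cells were plated 10-12 h before compound addition, then incubated 30-36 h at 37C. ONE-Glo luminescence was read; sodium butyrate at 4.5 mM final served as control.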
# HTT aggregate – qHTS Multiplex Assay to Identify Dual Action Probes in a Cell Model of Huntington: Aggregate Formation (GFP); PC12 HttQ103-GFP aggregates, Acumen cytometry, 40 h; Potency, µM (titrated, usually from 46.1 µM), for inactives: at the top dose activity change, negative = inhibition, most hits filed as inhibitors; 220,000 tested, 1.1% active; AID 1688, 2009; also: potency is read from the fitted curve at half-maximal effect; % is scaled to controls: 0 for no effect and ±100 for the full control effect; nearly all actives have a fitted effect of over 60% in size
#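 Compounds (qHTS titration) were added to PC12 cells expressing an ecdysone-driven HTT exon 1 Q103–GFP fusion after induction with 100 nM tebufenozide. Aggregate formation was measured as GFP objects in cell lysates.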
# CBFb RUNX1 block – qHTS Assay for Compounds Blocking the Interaction Between CBF-beta and RUNX1 for the Treatment of Acute Myeloid Leukemia | Runt-related transcription factor 1 (Homo sapiens) + Core-binding factor subunit beta … | Potency, µM (highest dose often 59.8 µM), for the others: top-dose activity, negative = inhibition, hits mostly inhibitors | 230,000 tested, under 10 active | AID 1477, 2009 | AlphaScreen CBFb-His/RUNX1-biotin binding, biochemical; also: % of control where 0% means no effect
# Target sequence (Q01196 whole entry, looked up): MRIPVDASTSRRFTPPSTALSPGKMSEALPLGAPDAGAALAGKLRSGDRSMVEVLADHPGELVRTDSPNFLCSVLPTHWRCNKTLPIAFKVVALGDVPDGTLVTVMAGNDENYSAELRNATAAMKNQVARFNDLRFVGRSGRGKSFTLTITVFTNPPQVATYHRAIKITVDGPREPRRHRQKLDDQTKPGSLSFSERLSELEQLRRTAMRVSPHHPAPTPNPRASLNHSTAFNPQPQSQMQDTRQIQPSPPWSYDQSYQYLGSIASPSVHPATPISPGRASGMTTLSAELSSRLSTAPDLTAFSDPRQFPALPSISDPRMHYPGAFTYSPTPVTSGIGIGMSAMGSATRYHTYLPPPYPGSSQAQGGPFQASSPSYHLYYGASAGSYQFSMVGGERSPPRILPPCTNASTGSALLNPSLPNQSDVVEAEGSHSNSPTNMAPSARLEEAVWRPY
# Target sequence (Q13951 whole entry, looked up): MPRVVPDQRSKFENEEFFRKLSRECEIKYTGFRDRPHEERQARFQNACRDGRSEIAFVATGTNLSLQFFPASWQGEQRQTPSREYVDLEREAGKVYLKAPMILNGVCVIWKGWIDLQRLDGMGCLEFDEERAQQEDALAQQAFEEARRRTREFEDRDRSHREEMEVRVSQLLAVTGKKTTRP
#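 Interaction loss through any mechanism counts as activity. Pre-formed complex of His-CBF-beta and biotin-RUNX1 (30 nM apiece) is incubated with compound 15 min, then with 50 ng nickel and 50 ng streptavidin beads for 90 min before AlphaScreen detection.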
# LMNA splice mod – qHTS Assay for Modulators of Lamin A Splicing; HeLa LMNA splicing GFP/RFP minigene ratio, 48 h; AID 1487, 2009; Potency, µM (highest dose often 46.1 µM), without a hit: at the highest dose ratio change, negative = inhibition, usual class: inhibitors; 200,000 tested, 0.01% active; active = well fitted inhibition curve with a large enough effect in the signal ratio, with a control signal flat, not every such curve was filed as active; inconclusive = small, poorly fitted or top-dose-only effect, or effect the other way, or a change in a side signal; the % refers to the signal ratio; also: potency is read from the fitted curve at half-maximal effect; % is scaled to controls: 0 for no effect and ±100 for the full control effect
#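 S3 HeLa stable clones carrying a lamin A-EGFP splicing minigene plus DsRed2 were seeded at 600 cells/well in Opti-MEM with 2% FBS, pin-dosed and incubated 48 h at 37°C. Acumen cytometry (488 nm) gave the GFP/RFP total-intensity ratio.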
# IMPase Li inh – qHTS Assay for Identifying the Cell-Membrane Permeable IMPase Inhibitors: Potentiation with Lithium. 210,000 tested, 0.35% active. Potency, µM (highest dose often 59.4 µM), for the others: top-dose activity, negative = IMPase inhibition, actives largely listed as inhibitors. AID 1457, 2008. CHO-M1 cells, IP1 TR-FRET (IP-One), carbachol + lithium;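 also: IP1 builds up when IMPase is blocked and the TR-FRET signal falls; potency is read from the fitted curve at half-maximal effect; plate controls were basal vehicle for no effect and high inhibitor control for full effect; nearly all actives have a fitted effect of over 50% in size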
#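 IP1 accumulation measured by competitive TR-FRET in lysed CHO-M1 cells after 30 min compound exposure at 37C, with a small lithium addition to potentiate weak responses. Hill-equation AC50 from ratio and donor-channel data.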
# HTT ATP protect – qHTS Multiplex Assay to Identify Dual Action Probes in a Cell Model of Huntington: Cytoprotection (ATP); PC12 HTT-Q103 induced, cytoprotection, ATP luminescence, 40 h; Potency, µM (titrated, usually from 56.4 µM), for the others: cytoprotection (ATP increase), most hits filed as activators; 230,000 tested, 0.14% active;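 also: potency is read from the fitted curve at half-maximal effect; % of control where 0% means no effect; nearly all actives have a fitted effect of over 45% in size; toxic huntingtin expression switched on by the ecdysone agonist tebufenozide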
#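 Rat PC12, Q103 Htt exon1-GFP fusion, ecdysone promoter; tebufenozide inducer 100 nM final; compound titration; qHTS, 1500 cells/well; ATPlite luminescent read.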
# Numbers without * were called inactive; u = inconclusive; x = no result given; & = joins results of further samples; [ ] = dose if it differs, or a comment. Unless noted, calls follow the shape of the dose curve; as a rule, active = well fitted curve in the direction sought with a large enough effect; inconclusive = small, poorly fitted or top-dose-only effect, or another doubt; inactive = no such curve, though single readings can be large; an effect the other way counts as inactive or inconclusive.
SMILES,KinaseGlo FLuc,SMN2 splice enh,HTT aggregate,CBFb RUNX1 block,LMNA splice mod,IMPase Li inh,HTT ATP protect
COc1ccccc1-c1ccc2ncnc(NCc3cnc(C)cn3)c2c1,x,x,x,x,u,12%,-88%[inhibitor]
CCOC(=O)c1cn(CC)c2ccc(S(=O)(=O)N3CCC(C)CC3)cc2c1=O,1%,-5%,-7%,9%,2%,4%[38.3 µM],-18%[0.074 µM]
CS(=O)(=O)N1CCC(C(=O)Nc2cccc(C(F)(F)F)c2)CC1,-1%,-16%,-4%,1%,-3%,-1%[38.3 µM],-10%
Cc1ccc(NC(=O)N2CCC(O)(c3ccc(Cl)cc3)CC2)cc1,-3%,-3%,-2%,3%,0%,-1%[38.3 µM],2%
O=C(NCCc1c[nH]c2ccccc12)C1CCN(c2nnc(N3CCCC3=O)s2)CC1,1%,-16%,1%,0%,-12%,2%[38.3 µM],-6%
Cc1ccc(O)c(C(=O)c2cnc3c(c2)CN(C)C(=O)N3)c1,-3%,x,u,-3%,-14%,19%[38.3 µM],-3%
CCOC(=O)N1CCN(C(=O)C(=O)Nc2ccc3nc4n(c(=O)c3c2)CCCCC4)CC1,-1%,0%,12%,-1%,1%,1%[38.3 µM],-21%
COC(=O)CN(c1c(C)cccc1C)S(C)(=O)=O,11%,2%,12%,4%,-2%,-4%[38.3 µM],-1%
O=C(c1cc(S(=O)(=O)N2CCOCC2)ccc1Cl)N1CCN(c2ccccn2)CC1,-2%,-4%,-2%,3%,-2%[46 µM],1%,3%
COc1cc(OC)c(C2CC(=O)N3CN(C)CSC3=C2C#N)cc1OC (centres undefined),-2%,-9%,-14%,-10%,4%,-2%[38.3 µM],2%
C=CCOc1c2ccc(C(=O)NCc3ccc(C)cc3)cc2nn1C,-5%,u,1%,-3%,-2%,-2%[38.3 µM],23%
C=CCN(C(=O)Cn1nnc2ccccc21)C(C(=O)NCCOC)c1ccc(OC)cc1OC (centres undefined),-3%,-6%,11%,6%,19%,3%[38.3 µM],-21%[10 µM]
COCCNS(=O)(=O)c1cc(OC)ccc1OC,2%,-17%,3%,8%,x,1%,-22%
COC(=O)c1sccc1-c1ccc(/C=N/OC(=O)c2ccccc2)o1,-3%,-1%,-5%,3%,-12%,-21%[38.3 µM],22%
C=CCN(c1ccccc1)S(=O)(=O)c1cccc(C(=O)OCC(=O)NC2CC2)c1,0%,2%,2%,-8%,x,-3%,-34%[inhibitor]
CCSc1nnc(NC(=O)CSc2nc(CC)nc3c2c(=O)n(C)c(=O)n3C)s1,0%,-36%[inhibitor],u,7%,-3%,34%[38.3 µM],0%
COc1ccc(C(=O)CC2OC(=O)c3c2ccc(OC)c3OC)cc1 (centres undefined),16%,-7%,33%,4%,4%,20%[38.3 µM],-8%
O=C(c1ccccc1)N(Cc1ccc(F)cc1)C1CCS(=O)(=O)C1 (centres undefined),2%,-24%,-2%,9%,u,-20%[38.3 µM],-9%[0.074 µM]
C=CCN1CCN(C(c2ccc(OC)c(OC)c2)c2nnnn2C(C)(C)C)CC1 (centres undefined),x,x,1%,4%,1%,x,-5%
CCC(Sc1nc(=O)cc(N)n1CCc1ccccc1)C(=O)Nc1cc(C)on1 (centres undefined),1%,11%,2%,4%,-7%,26%[38.3 µM],-4%

# Sorted by heavy-atom count (high to low): part of the list above
SMILES,KinaseGlo FLuc,SMN2 splice enh,HTT aggregate,CBFb RUNX1 block,LMNA splice mod,IMPase Li inh,HTT ATP protect
C=CCN(C(=O)Cn1nnc2ccccc21)C(C(=O)NCCOC)c1ccc(OC)cc1OC (centres undefined),-3%,-6%,11%,6%,19%,3%[38.3 µM],-21%[10 µM]
C=CCOc1c2ccc(C(=O)NCc3ccc(C)cc3)cc2nn1C,-5%,u,1%,-3%,-2%,-2%[38.3 µM],23%
COCCNS(=O)(=O)c1cc(OC)ccc1OC,2%,-17%,3%,8%,x,1%,-22%

# Following part:
SMILES,KinaseGlo FLuc,SMN2 splice enh,HTT aggregate,CBFb RUNX1 block,LMNA splice mod,IMPase Li inh,HTT ATP protect
Cc1ccccc1OCCCc1c(C)n[nH]c1C,1%,-70%[inhibitor],-14%,2%,x,4%,-14%
COc1ccccc1N(C)S(=O)(=O)c1ccc(C(=O)Nc2nc(C)cs2)cc1,1%,-45%[inhibitor],-31%,2%,-24%[46 µM],6%,-4%[10 µM]
COc1ccc(CC(=O)OC(C)CN2CCCCC2)cc1 (centres undefined),0%,x,13%[9.22 µM],3%,8%[46 µM],3%,20%[10 µM]
O=C(NCCNC1CCC(c2ccccc2)CC1)c1cccs1 (centres undefined),1%,-18%,5%[9.22 µM],0%,x,16%,14%[10 µM]
NS(=O)(=O)c1ccc(CNC(=O)/C=C/c2cccc([N+](=O)[O-])c2)cc1,x,x,-14%[9.22 µM],10%,x,x,-12%[10 µM]
Cc1ccsc1/C=N/NC(=O)Cc1cc(=O)[nH][nH]1,x,x,-21%[9.22 µM],0%,x,x,0%[10 µM]
Cn1cccc1/C=N/NC(=O)c1ccncc1,x,x,13%[9.22 µM],-1%,x,x,11%[10 µM]
CS(=O)(=O)Nc1cccc(-c2ccc3ncnc(NCCN4CCOCC4)c3c2)c1,x,x,x,x,-9%,-2%,-80%[inhibitor]
CCOc1ccc(CN2CCN(S(=O)(=O)c3ccc(NC(C)=O)cc3)CC2)cc1OC,x,x,-4%,5%,u,x,-6%[10 µM]
Cc1ccc(-c2cc3nn(-c4ccccc4)c(N)c3c(=O)o2)cc1,-2%,-28%,-16%,1%,4%,-14%[38.3 µM],-15%
CC(C)c1nc2sc3c(=O)[nH]c(=S)[nH]c3c2c2c1CCCC2,x,x,-4%[9.22 µM],2%,x,x,-2%[10 µM]
N#C/C(N)=C(/C#N)N=Cc1cccc(Cl)c1,x,x,-26%[9.22 µM],22%,x,x,15%[10 µM]
CC(=O)c1ccc(NC(=O)NCc2ccc(F)cc2)cc1,2%,8%,-10%,1%,x,1%,-44%[inhibitor]
C[C@]1(C(=O)NCCCNc2ncc(C(F)(F)F)cc2Cl)C=C[C@@H](Cc2ccccc2)N1C(=O)c1ccccc1,1%&0%,-33%&-12%,u,-3%[2.36 µM],u,15%&1%,0%
Oc1cccc(C2c3[nH]c4ccccc4c3CCN2Cc2ccoc2)c1 (centres undefined),-3%,2%,15%[9.22 µM],-3%,x,7%,9%[10 µM]
COc1ccc(S(=O)(=O)NCCN2CCOCC2)c2ccccc12,-4%,-1%,7%,-6%,5%,1%[38.3 µM],2%[10 µM]
COc1ccc(/C=C2\NC(=S)N(CC3CCCO3)C2=O)c(OC)c1C (centres undefined),1%,4%,22%[9.22 µM],-9%,4%,33%[activator][38.3 µM],21%
Cn1c(NC2CCCCC2)c(N=O)c(=O)n(C)c1=O,0%,-10%,-25%,5%,-2%[46 µM],0%,17%[10 µM]
CN(C)C(=S)SCC(=O)Nc1cccc(C(F)(F)F)c1,13%,-17%,4%,13%,u,-3%,-3%[10 µM]
CCc1ccccc1NC(=S)NC1CC2CCC(C1)N2Cc1ccco1 (centres undefined),-2%,7%,8%,4%,-5%,9%[38.3 µM],-8%

# For reference, part of the list above.
SMILES,KinaseGlo FLuc,SMN2 splice enh,HTT aggregate,CBFb RUNX1 block,LMNA splice mod,IMPase Li inh,HTT ATP protect
N#C/C(N)=C(/C#N)N=Cc1cccc(Cl)c1,x,x,-26%[9.22 µM],22%,x,x,15%[10 µM]
CC(=O)c1ccc(NC(=O)NCc2ccc(F)cc2)cc1,2%,8%,-10%,1%,x,1%,-44%[inhibitor]
C[C@]1(C(=O)NCCCNc2ncc(C(F)(F)F)cc2Cl)C=C[C@@H](Cc2ccccc2)N1C(=O)c1ccccc1,1%&0%,-33%&-12%,u,-3%[2.36 µM],u,15%&1%,0%
Oc1cccc(C2c3[nH]c4ccccc4c3CCN2Cc2ccoc2)c1 (centres undefined),-3%,2%,15%[9.22 µM],-3%,x,7%,9%[10 µM]
COc1ccc(S(=O)(=O)NCCN2CCOCC2)c2ccccc12,-4%,-1%,7%,-6%,5%,1%[38.3 µM],2%[10 µM]

# Later entries:
SMILES,KinaseGlo FLuc,SMN2 splice enh,HTT aggregate,CBFb RUNX1 block,LMNA splice mod,IMPase Li inh,HTT ATP protect
CCOC(=O)c1ccc(-c2ccc(CO)o2)cc1,-4%,7.9µM*,-18%,-7%,11%,-9%[38.3 µM],13%
COc1ccc(NC(=O)CCC(=O)Nc2nnc(C(F)(F)F)s2)c(OC)c1,5%,3%,4%[9.22 µM],5%,3%,-5%[38.3 µM],12%
CN(C)C(=O)CSc1nnc(NC(=O)CCc2ccccc2)s1,x,x,1%[9.22 µM],6%,x,x,-16%[10 µM]
COC(=O)c1cc(Br)c(=O)n(-c2ccc(OC)cc2)c1,0%,12%,-15%,7%,6%,-28%[38.3 µM],1%[0.074 µM]
CC(=O)C1=C(c2ccc(Br)cc2)C(=O)c2ccccc2C1=O,0%,-109%[inhibitor],5µM*,-11%,u,24%,-82%[inhibitor][10 µM]
O=C(O)CCNC(=O)c1cncc(Br)c1,1%,13%,4%[9.22 µM],-1%,4%,-11%[38.3 µM],7%
COCC(=O)Nc1ccc(C)c(Cl)c1,-1%,-8%,-18%,19%,-6%,u,-3%[0.074 µM]
Cc1ccc(S(=O)(=O)NC(=O)c2cc(C)n(-c3ccccc3)c2C)cc1,x,x,2%,-8%,-7%,x,u
CC(C)[C@@H](CO)NC(=O)c1ccc2c3n(nc2c1)-c1ccccc1CO3,x,x,-32%[9.22 µM],-6%,x,x,-71%[inhibitor][10 µM]
COC(=O)COc1ccc2c(=O)c(Oc3ccccc3)c(C)oc2c1,-4%,u,11%,-9%,-9%,-6%[38.3 µM],-7%
Cc1cccc(-n2c(C)nc3c(cnn3-c3ccc(F)cc3)c2=O)c1,-5%,-40%[inhibitor],u,5%,22%,10%[38.3 µM],-24%
Cc1c(NS(=O)(=O)c2cccc3nsnc23)c(=O)n(-c2ccccc2)n1C,1%,6%,-3%,0%,-17%,1%,6%[10 µM]
Cc1ccccc1-n1nnnc1SCC(N)=O,6%,9%,20%,8%,3%,14%[38.3 µM],-11%
